MEKK2mut PB1 HTS: MEK5 binding signal on mutant MEKK2 PB1, primary screen, biochemical, multiplex bead flow cytometry, Alexa488-MEK5; Alexa488-MEK5 binding to MEKK2 mutant; percent response, % at 10 µM; hit rate 0.35% among 290,000; AID 1530, 2009; in the data active means percent response above about 24%, passing the limit was not always enough; further: inactives centre near 1; some results filed as inactive read as strong as hits; reference of the scale not given here
MEKK3 PB1 HTS: modulators of MEKK3-MEK5 PB1 binding, primary screen, biochemical, wildtype MEKK3, multiplex bead flow cytometry, Alexa488-MEK5; Mitogen-activated protein kinase kinase kinase 3 (Homo sapiens), Q99759; bead-based flow cytometry, Alexa488-MEK5 binding to MEKK3; actives lie on both sides; 0 = blocked by unlabeled MEK5, 100 = vehicle; binding response (% of control), % at 10 µM; hit rate 1.4% among 290,000;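 active means binding response more than 3 SD above or below the average of its plate-row segment, actives on both sides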;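 further: Alexa488 bead fluorescence after subtracting the streptavidin-only scavenger bead signal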
Target sequence (Q99759 whole entry, looked up): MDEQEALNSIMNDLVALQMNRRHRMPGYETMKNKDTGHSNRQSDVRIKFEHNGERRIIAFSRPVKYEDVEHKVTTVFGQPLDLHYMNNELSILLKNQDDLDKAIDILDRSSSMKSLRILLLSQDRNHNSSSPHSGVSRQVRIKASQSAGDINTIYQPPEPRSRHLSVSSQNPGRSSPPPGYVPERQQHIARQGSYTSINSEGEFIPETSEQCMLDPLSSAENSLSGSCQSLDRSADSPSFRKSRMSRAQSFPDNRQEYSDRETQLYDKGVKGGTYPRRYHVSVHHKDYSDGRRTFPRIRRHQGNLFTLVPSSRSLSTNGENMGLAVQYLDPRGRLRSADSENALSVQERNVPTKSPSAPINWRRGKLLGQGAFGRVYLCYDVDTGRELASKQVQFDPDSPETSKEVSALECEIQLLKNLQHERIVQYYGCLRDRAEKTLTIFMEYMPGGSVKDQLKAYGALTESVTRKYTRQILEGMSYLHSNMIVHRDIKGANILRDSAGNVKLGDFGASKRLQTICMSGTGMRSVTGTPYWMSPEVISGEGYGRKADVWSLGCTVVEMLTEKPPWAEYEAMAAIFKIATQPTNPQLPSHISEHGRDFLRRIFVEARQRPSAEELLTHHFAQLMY
M18AAP inhibitor: PfM18AAP inhibitors, malaria aminopeptidase, primary screen, biochemical, QFRET, recombinant enzyme; M18 aspartyl aminopeptidase (Plasmodium falciparum 3D7); H-Glu-NHMec fluorogenic cleavage; inhibition, % at 7.35 µM; hit rate 1.2% among 290,000;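 active means inhibition above the campaign mean inhibition over all tested compounds plus 3 SD, cut at about 28% in these data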;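 further: 0% = plate median of test compound wells and 100% = 2 mM ZnCl2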
NALP1 inh: NALP1 inflammasome inhibitors in reconstituted yeast, colorimetric, S. cerevisiae, triplicate retest | S. cerevisiae NALP1/ASC/caspase-1 growth, X-gal OD620, 72 h | inhibition, % at 10 µM | hit rate 0.61% among 280,000 | AID 2071, 2009; in the data active means inhibition mostly above about 24%, no sharp cut-off; inactive means mostly below about 32%; further: some compounds called inactive have numbers as strong as hits
IDE act: human IDE activators in live cells, primary screen, fluorescence polarization, HEK cells, FAbeta-B substrate; FAbeta-B cleavage; 0% vehicle, 100% cell-free pure enzyme wells; activation, % at 5.96 µM; hit rate 0.073% among 340,000; AID 493087, 2011;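 active means activation above the mean of all tested compounds plus 3 SD, set per screening campaign, cut at about 17% in these data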
SUMO HTRF inh: inhibitors of in vitro SUMOylation cascade, primary screen, biochemical, HTRF, uHTS. inhibition, % at 35 µM. SUMO-conjugating enzyme UBC9 (Homo sapiens), P63279. HTRF SUMOylation assay, SAE1/SAE2 + UBC9. hit rate 0.36% among 290,000; in the data active means inhibition above about 50%, passing the limit was not always enough; further: strong numbers were not always called active
Target sequence (P63279 whole entry, looked up): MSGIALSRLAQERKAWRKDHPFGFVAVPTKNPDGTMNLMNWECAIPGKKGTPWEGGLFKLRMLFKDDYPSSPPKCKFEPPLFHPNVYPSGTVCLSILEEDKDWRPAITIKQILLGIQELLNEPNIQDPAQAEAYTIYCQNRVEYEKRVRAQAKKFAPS
MEKK2 WT-MEK5: modulators of MEK5 binding to wildtype MEKK2, primary screen, biochemical, multiplex bead flow cytometry, Alexa488-MEK5 | Mitogen-activated protein kinase kinase kinase 2 (Homo sapiens), Q9Y2U5 | Alexa488-MEK5 binding to MEKK2 WT; actives lie on both sides | binding response (% of control), % at 10 µM | hit rate 1.1% among 290,000 | AID 1531, 2009; in the data active means binding response below about 67% or above about 130%
p-CIP stab down: p/CIP-EGFP fusion destabilizers, primary screen, fluorescence, F442A cells. Q05BA5. 16 h. decrease of EGFP signal, % at 10 µM. hit rate 0.01% among 290,000. AID 1984, 2009;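 active means EGFP signal decrease of at least 30% at 10 µM or well 3 SD below plate mean, unless failing retest; inactive means the rest, including hits failing retest or dose response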; further: some compounds called inactive have numbers as strong as hits; many of its hits are not listed in these tables
IDE cell inh: human IDE inhibitors in live cells, primary screen, fluorescence polarization, HEK cells, FAbetaB substrate | inhibition, % at 5.59 µM | hit rate 0.41% among 320,000 | AID 434962, 2010 | FAbetaB cleavage;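 active means percent inhibition above the average of all tested compounds plus 3 SD, set per screening campaign, cut at about 16% in these data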;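 further: IDE supplied by intact live HEK cells; FP after avidin binding of uncleaved biotin substrate so inhibition keeps polarization high; 0% = DMSO wells and 100% = 60 µM reference IDE inhibitor Ii1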
Starred values were filed as active, the others as inactive; . = no result given.

Every second line gives: IDE cell inh | NALP1 inh | MEKK2 WT-MEK5 | p-CIP stab down | M18AAP inhibitor | IDE act | SUMO HTRF inh | MEKK2mut PB1 HTS | MEKK3 PB1 HTS
> S=C(Nc1ccc(Cl)cc1)NC1CCN(Cc2ccccc2)CC1
  4 | 38 | 98 | -6 | 3 | -1 | 3 | -2 | 90
> O=C(CN1C(=O)C2C3C=CC(C3)C2C1=O)OCC(=O)c1ccc(Cl)c([N+](=O)[O-])c1 (stereo not given)
  6 | 1 | 110 | 3 | 2 | 4 | 2 | 9 | 104
> Cc1nc2cc(Cl)c(Cl)cc2nc1C
  -2 | 4 | 93 | -1 | -14 | 4 | -3 | -2 | 89
> Cc1ccc(S(=O)(=O)/N=C(/c2ccccc2)N(C)c2ccc(O)cc2)cc1
  3 | 14 | 74 | -4 | 4 | 9 | 15 | -13 | 81
> Nc1ccc(C(=O)OCC(=O)NC2CCCc3ccccc32)cc1[N+](=O)[O-] (stereo not given)
  2 | 8 | 91 | 7 | 3 | 8 | 25 | 0 | 93
> Cc1cccc(C2c3[nH]c4ccccc4c3CCN2C(=O)Cc2n[nH]c(C)n2)n1 (stereo not given)
  2 | -2 | 99 | -8 | -8 | 6 | 0 | -2 | 100
> Cc1c(Br)cc(C(=O)NCCCN2CCOCC2)c(C)c1C
  0 | 5 | 100 | -13 | -4 | -8 | 2 | 3 | 102
> COc1ccc(/C=C/C(=O)Nc2ccc(C)cc2)cc1S(=O)(=O)N1CCOCC1
  9 | . | 78 | -5 | 4 | -8 | 8 | -28 | 84
> CCc1ccc(C(=O)Nc2cccnc2Oc2ccc(Cl)cc2)cc1
  -1 | -10 | 104 | -6 | -6 | -1 | -12 | 2 | 102
> COc1ccc(C2C(C#N)=C(C)NC(C)=C2C#N)c(OC)c1
  -1 | -10 | 105 | 0 | -6 | 1 | -10 | 8 | 101
> COC(=O)c1ccc2c(=O)n(-c3ccccc3F)c(=S)[nH]c2c1
  5 | 16 | 96 | 15 | 6 | 4 | 13 | -3 | 94
> C=CCN1C(=O)c2ccc(C(=O)NCC(c3ccccc3)N(C)C)cc2C1=O (stereo not given)
  -2 | 17 | 95 | -1 | -1 | -4 | 5 | -6 | 94
> Cc1cccc(NC2=CC(=O)CC(C)(C)C2)c1C
  -3 | -9 | 96 | 6 | -1 | 3 | 4 | 3 | 96
> Cc1ccccc1-n1ncc2c1CC(C)(C)CC2NC(=O)CSc1ccncc1 (stereo not given)
  8 | 3 | 102 | -11 | -5 | 1 | 6 | 5 | 94
> CN(C/C=C/c1ccccc1[N+](=O)[O-])Cc1ccccc1
  -2 | -20 | 107 | -14 | 9 | 8 | 16 | 8 | 104
> Cc1ccc(S(=O)(=O)Nc2cccc3ncccc23)cc1
  2 | . | 100 | 2 | 4 | -6 | -2 | -4 | 95
> CN(C1CCS(=O)(=O)C1)S(=O)C12CC3CC(CC(C3)C1)C2 (stereo not given)
  -2 | 6 | 101 | 4 | -17 | 0 | 5 | 8 | 102
> O=[N+]([O-])c1ccc(OCCN2CCNCC2)cc1
  -7 | 7 | 103 | 3 | -10 | -1 | 12 | 2 | 106
> Cc1n[nH]c(=S)n1/N=C/c1cccc(OCc2ccccc2)c1
  -2 | 2 | 99 | 4 | 14 | 6 | -10 | -2 | 101
> COc1ccc(CCN2CC(C(=O)NCc3ccco3)CC2=O)cc1OC (stereo not given)
  1 | 6 | 98 | -9 | 12 | 6 | 14 | 1 | 101

A draw from above in order of molecular weight, ascending.
Every second line gives: IDE cell inh | NALP1 inh | MEKK2 WT-MEK5 | p-CIP stab down | M18AAP inhibitor | IDE act | SUMO HTRF inh | MEKK2mut PB1 HTS | MEKK3 PB1 HTS
> Cc1nc2cc(Cl)c(Cl)cc2nc1C
  -2 | 4 | 93 | -1 | -14 | 4 | -3 | -2 | 89
> Nc1ccc(C(=O)OCC(=O)NC2CCCc3ccccc32)cc1[N+](=O)[O-] (stereo not given)
  2 | 8 | 91 | 7 | 3 | 8 | 25 | 0 | 93
> O=C(CN1C(=O)C2C3C=CC(C3)C2C1=O)OCC(=O)c1ccc(Cl)c([N+](=O)[O-])c1 (stereo not given)
  6 | 1 | 110 | 3 | 2 | 4 | 2 | 9 | 104

Continued.
Every second line gives: IDE cell inh | NALP1 inh | MEKK2 WT-MEK5 | p-CIP stab down | M18AAP inhibitor | IDE act | SUMO HTRF inh | MEKK2mut PB1 HTS | MEKK3 PB1 HTS
> c1ccc(CNC2=NCCCCC2)cc1
  3 | -14 | 106 | -2 | -3 | -2 | 16 | 4 | 106
> COc1ccccc1/C=C/C=N/n1c(-c2ccc(Cl)cc2Cl)n[nH]c1=S
  1 | 4 | 83 | -6 | 4 | 1 | 26 | -12 | 81
> CC1=C(C(=O)Nc2cc(C(=O)N3CCC(C)CC3)ccc2C)SCCO1
  1 | -11 | 103 | 3 | 0 | 1 | -28 | 2 | 102
> CCn1cc(C(=O)NCc2ccco2)c(=O)c2cc(S(=O)(=O)N3CCC(C)CC3)ccc21
  1 | 19 | 92 | -6 | -3 | 3 | -26 | -7 | 98
> Cc1ccc(-c2cc(C(F)F)nc(NCc3cccnc3)n2)cc1
  0 | 6 | 102 | -3 | 3 | 6 | 8 | 3 | 102
> CC(=O)c1sc(N)c(C(=O)OC(C)C)c1C
  3 | -14 | 107 | 6 | 1 | 2 | 20 | 1 | 105
> CC(C)C(=O)NC(NC(=S)Nc1ccc(S(N)(=O)=O)cc1)C(Cl)(Cl)Cl (stereo not given)
  2 | 15 | 98 | -17 | 6 | 4 | -12 | -2 | 102
> COc1ccc2c(c1)nc(NCCO)n2C
  5 | 24 | 100 | -17 | 9 | 4 | 3 | 0 | 97
> C=CCn1c(N)c(C(=O)Nc2ccccc2)c2nc3ccccc3nc21
  -9 | 3 | 93 | -20 | 4 | 3 | 91* | -6 | 82
> Cc1ccc(CN2C(=O)CCC2C(=O)NCc2ccc3c(c2)OCO3)cc1 (stereo not given)
  3 | 9 | 105 | -16 | 8 | 5 | 11 | 2 | 104
> Cc1ccc(C2(CCNCc3ccc(N(C)C)cc3)CCOC(C(C)C)C2)cc1 (stereo not given)
  -2 | -7 | 149* | -8 | 0 | 8 | -4 | 17 | 111
> CC(=O)Nc1ccc(Sc2ccccc2C(=O)O)c(C(=O)O)c1
  -1 | 24 | 104 | -2 | -3 | 4 | 18 | -3 | 99
> CCOC(=O)c1cc(-c2ccccc2)sc1N
  3 | -67 | . | -1 | 6 | -1 | 8 | . | .
> COc1ccc(CC(=O)OCc2nnc(C3COc4ccccc4O3)o2)cc1OC (stereo not given)
  5 | -45 | 96 | 0 | 2 | 1 | 2 | -7 | 93
> Cc1cc(C)n(-c2ccccc2C#N)n1
  13 | 18 | 97 | -4 | 10 | 3 | 12 | 3 | 96
> O=C(C[C@H]1C(=O)N(C2CCCCC2)C[C@@H]1Cc1ccccc1)Nc1ccccc1
  3 | 14 | 92 | 5 | 7 | -2 | -11 | -2 | 100
> Cc1cc(S(=O)(=O)N2CCOCC2)ccc1OCC(=O)Nc1ccccc1C(F)(F)F
  -9 | 4 | 98 | -5 | -8 | 4 | 18 | 1 | 103
> CCOC(=O)N1CCN(c2nc(-c3ccco3)cc(C(F)(F)F)n2)CC1
  5 | 11 | 103 | -7 | 5 | -2 | 10 | 0 | 108
> Cc1ccc(C2c3sc(=O)[nH]c3SC3C4CC(C5C(=O)N(C(C)C(=O)O)C(=O)C45)C23)cc1 (stereo not given)
  -4 | 30 | 100 | -13 | 10 | 6 | -11 | -2 | 102
> Cc1ccc(S(=O)(=O)CC(=O)Nc2nc3ccccc3s2)cc1
  0 | 16 | 104 | 16 | 7 | 7 | -14 | 2 | 102
> CN(C)C(=O)CSc1cnc2ccccc2n1
  1 | 28* | 96 | -4 | 2 | -5 | 12 | -16 | 106
> Cc1ncc(N=Nc2ccccc2Cl)c(-c2ccccc2)n1
  4 | 10 | 106 | -6 | -9 | 4 | -2 | 16 | 108
> O=C(COc1ccc(F)cc1)NCCN1CCCC1
  7 | 5 | 118 | 0 | -2 | -1 | 3 | 16 | 105
> O=C(NCCc1ccccc1)C1CCCN(S(=O)(=O)c2cccc3nsnc23)C1 (stereo not given)
  -2 | 2 | 112 | 7 | -9 | 3 | -14 | 11 | 99
> C=CCNC(=O)C(=O)Nc1cc2c3c(c1)CCC(=O)N3CCC2
  4 | 13 | 99 | 1 | 3 | 4 | 16 | 1 | 95
> CCc1cccc(C)c1NC(=O)C1C2CCC(O2)C1C(=O)O (stereo not given)
  -3 | 4 | 99 | 4 | -5 | 6 | -4 | 5 | 100
> CC(C)(C)OC(=O)[C@H]1[C@H](c2ccc([N+](=O)[O-])cc2)C2(C(=O)c3ccccc3C2=O)C2c3ccccc3C=NN21 (stereo not given in full)
  2 | 12 | 97 | 1 | 7 | 8 | -17 | -1 | 94
> CC(C)Cn1c(-c2cc(Br)ccc2F)nc2c1c(=O)[nH]c(=O)n2CC(C)C
  6 | 27 | 98 | -4 | 7 | 3 | 8 | -3 | 101
> CCCCOc1ccc(NC(=O)C(=O)NCCC2=CCCCC2)cc1
  -4 | 3 | 104 | -11 | -2 | 4 | 8 | 2 | 105
> CCOc1ccc(-c2ccc(SCc3ccccn3)nn2)cc1
  5 | -6 | 104 | -6 | 5 | -7 | 16 | 1 | 102
> Cn1nc(CC(=O)Nc2cccnc2N2CCOCC2)c2ccccc2c1=O
  6 | -12 | 107 | 1 | . | . | -1 | 5 | 102
> O=C1c2ccc3c4c(ccc(c24)C(=O)N1c1ccc(O)cc1)C(=O)N(c1ccc(O)cc1)C3=O
  -1 | -4 | 92 | -8 | -2 | 6 | -3 | -5 | 90
> CCOC(=O)c1[nH]nc(N)c1NC(=O)c1ccc(Cl)cc1Cl
  2 | -5 | 104 | -4 | -3 | 2 | -7 | 4 | 101
> COc1cccc(/C(O)=C2\C(=O)C(=O)N(c3ccccn3)C2c2cccc(OC)c2OC)c1 (stereo not given)
  4 | 14 | 98 | -13 | 0 | 1 | -2 | -4 | 98
> O=C(NN=C1CCCC1)c1sc2ccccc2c1Cl
  -8 | -5 | 102 | 4 | -8 | 3 | 14 | 4 | 105
> COc1ccc(CN(CC(=O)NCCC(C)C)C(=O)CCC(=O)Nc2nccs2)cc1
  5 | 7 | 99 | -7 | 3 | 1 | 12 | 5 | 101
> Oc1ccc(-c2csc(Nc3cccc4ccccc34)n2)cc1O
  7 | -1 | 82 | -6 | 55* | -1 | 34 | -12 | 95
> Cc1ccc(NC(=S)N2CCCC2)cc1Cl
  . | -2 | 100 | -3 | -1 | 6 | 0 | 0 | 96
> COc1ccc(-c2nn3c(-c4ccco4)nnc3s2)cc1OC
  0 | 8 | 108 | -3 | -4 | 2 | 2 | 6 | 104
> O=c1[nH][nH]c(C(F)(F)F)c1C=Nc1ccccc1
  0 | 0 | 100 | 0 | 3 | 3 | 17 | 2 | 101
> COc1ccccc1NCCC(=O)OCC(=O)NC1CCCC(C)C1C (stereo not given)
  3 | 30 | 93 | -3 | 3 | 2 | 7 | -4 | 90
> O=C(CNS(=O)(=O)c1ccccc1)N1CCc2ccccc2C1
  4 | 6 | 102 | 10 | 2 | 4 | 10 | 0 | 101

These rows are one share of the data, so the mix of outcomes need not match the whole.
